PAD4 inhibition – human PAD4 inhibitors, primary screen, biochemical, fluorescence polarization (AID 463073); recombinant PAD4, RFA probe fluorescence polarization; active compounds read high; inhibition, % at 5 µM; hit rate 0.5% among 2,000;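 active = inhibition above 30%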;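 note: 0% = PAD4 with DMSO and 100% = wells lacking PAD4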
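system = recombinant PAD4 | amount = PAD4 at 2 µM in dispensed buffer, before additions | incubation = 30 min 25 °C preincubation, 5 h 37 °C labeling | measured by = FP, ex 525 nm, em 598 nm | replication = single well per compound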
Numbers without * were called inactive. The list is partial, so the mix of outcomes need not match the whole.

entry	PAD4 inhibition	canonical_smiles
1	5.2	CCCC(=O)O[C@]1(C(=O)COC(C)=O)CC[C@H]2[C@@H]3C[C@H](F)C4=CC(=O)C=C[C@]4(C)[C@@]3(F)[C@@H](O)C[C@@]21C
2	2.7	CC1(C)O[C@@H]2C[C@H]3[C@@H]4C[C@H](F)C5=CC(=O)C=C[C@]5(C)[C@@]4(F)[C@@H](O)C[C@]3(C)[C@]2(C(=O)CO)O1
3	0.4	CCCCN(CCCC)CCCOC(=O)c1ccc(N)cc1
4	5.6	CCCC(=O)O[C@]1(C(=O)CCl)[C@@H](C)C[C@H]2[C@@H]3CCC4=CC(=O)C=C[C@]4(C)[C@@]3(F)C(=O)C[C@@]21C
5	-0.6	N=c1nc(N2CCCCC2)cc(N)n1O
6	-3.3	CC(C)NNC(=O)c1ccncc1

Shown as tab-separated lines: 3 of the compounds above
#	smiles	PAD4 inhibition
4	CCCC(=O)O[C@]1(C(=O)CCl)[C@@H](C)C[C@H]2[C@@H]3CCC4=CC(=O)C=C[C@]4(C)[C@@]3(F)C(=O)C[C@@]21C	5.6
5	N=c1nc(N2CCCCC2)cc(N)n1O	-0.6
1	CCCC(=O)O[C@]1(C(=O)COC(C)=O)CC[C@H]2[C@@H]3C[C@H](F)C4=CC(=O)C=C[C@]4(C)[C@@]3(F)[C@@H](O)C[C@@]21C	5.2

Screens: PubChem BioAssay, The Scripps Research Institute Molecular Screening Center
